# Source: PubChem
# RPL19A TOR yeast = alters RPL19A-GFP fluorescence in TOR pathway yeast screen; AID 2025; S. cerevisiae RPL19A-GFP strain, flow cytometry, 3 h; hits give low values; 0.3% of 330,000 active; percent response vs DMSO, % at 10 µM;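 active = percent response vs DMSO below 50%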;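 also: median channel GFP fluorescence of the barcoded RPL19A-GFP strain; ratio of sample median GFP to plate DMSO average so 100% = DMSO; lower means less RPL19A-GFP as with rapamycin TOR inhibition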
# CR mimetic SO = caloric restriction mimetics inhibiting age-related superoxide in yeast; superoxide response (% of plate mean), % at 10 µM; 0.18% of 330,000 active; S. cerevisiae aged cells, superoxide DHE fluorescence; hits give low values;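 active = superoxide response under a set limit, about three screen SD below normal, cut at about 65% in these data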;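 also: yeast aged for seven days with compound at 30 °C before DHE staining; 100% = average MFI of all compound-treated wells on the plate with controls excluded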
# MEP2-GFP yeast = modulators of TOR pathway MEP2-GFP in S. cerevisiae. GFP response vs DMSO, % at 10 µM. S. cerevisiae MEP2-GFP strain, flow cytometry GFP, 3 h; 100% = DMSO control level. 0.51% of 330,000 active. AID 2016;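 active = GFP response versus DMSO above a set limit, roughly screen mean plus 3 SD, cut at about 180% in these data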;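 also: median GFP fluorescence of the barcode-gated MEP2-GFP cells per well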
# proCasp3 act = procaspase-3 (human) activation; activation, % at 8.5 µM; P42574; AID 463141; recombinant procaspase-3 D3A, Ac-DEVD-pNA absorbance 405 nm; 0.11% of 330,000 active;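 active = activation above the mean of all tested compounds plus 3 SD, cut at about 21% in these data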;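 also: 0% = DMSO alone and 100% = DMSO wells spiked with extra 5 µM PC-3 D3A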
# Target sequence (P42574 whole entry D9A/D28A/D175A): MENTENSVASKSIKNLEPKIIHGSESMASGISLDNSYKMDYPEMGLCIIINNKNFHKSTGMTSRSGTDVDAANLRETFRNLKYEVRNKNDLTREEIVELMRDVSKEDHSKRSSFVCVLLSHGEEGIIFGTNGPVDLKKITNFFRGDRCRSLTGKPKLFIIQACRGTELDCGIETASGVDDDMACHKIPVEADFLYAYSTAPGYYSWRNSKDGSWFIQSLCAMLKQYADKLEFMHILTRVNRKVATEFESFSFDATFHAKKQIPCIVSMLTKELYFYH
#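 Evaluation: percent activation relative to control range; Material: Procaspase-3 D3A mutant, all three cleavage aspartates alanine; Compound: single dose, 8.5 µM nominal compound, 0.8% DMSO; Replication: one well per compound; Signal: absorbance at 405 nm, 0 and 120 min; Schedule: 1 h preincubation plus 2 h reaction at 25 °C.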
# LAP4-GFP MLPCN = modulators of TOR pathway LAP4-GFP in S. cerevisiae | S. cerevisiae LAP4-GFP multiplex, flow cytometry GFP, 3 h; median GFP as percent of DMSO wells | GFP response vs DMSO, % at 10 µM | 0.34% of 320,000 active | AID 2023;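 active = GFP response vs DMSO above a set limit, about the screen mean plus 3 SD, cut at about 150% in these data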
# proCasp7 act = activates human procaspase-7, counter-screen for procaspase-3 activators | 0.093% of 330,000 active | AID 463210 | recombinant procaspase-7, Ac-DEVD-pNA absorbance 405 nm; D23A/D198A/D206A triple mutant, cannot self-cleave; scale: DMSO 0, 5 µM enzyme 100 | activation, % at 8.5 µM;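 active = percent activation above the screen-wide mean plus 3 SD, cut at about 25% in these data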
# Target sequence (P55210 whole entry D23A/D198A/D206A): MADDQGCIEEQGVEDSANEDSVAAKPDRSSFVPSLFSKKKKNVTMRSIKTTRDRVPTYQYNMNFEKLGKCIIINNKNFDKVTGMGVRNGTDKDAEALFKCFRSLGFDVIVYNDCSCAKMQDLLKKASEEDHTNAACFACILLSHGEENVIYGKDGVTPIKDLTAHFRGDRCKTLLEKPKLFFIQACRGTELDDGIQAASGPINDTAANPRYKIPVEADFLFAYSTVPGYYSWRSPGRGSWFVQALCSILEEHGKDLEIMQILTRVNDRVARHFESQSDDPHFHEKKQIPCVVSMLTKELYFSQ
#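 Replicates: singlicate. Assay system: Procaspase-7 triple mutant (PC-7 D3A). Signal: 405 nm absorbance of p-nitroaniline. Times: 1 h preincubation, 2 h reaction. Buffer or medium: Zinc-free HEPES pH 7.4 with 300 mM NaCl, 0.01% Triton X-100. Also added: DEVD-pNA substrate. Benchmarks: DMSO wells as 0%, DMSO with 5 µM added PC-7 as 100%.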
# AHR activator = human AHR activation; AID 2796; 2.5% of 320,000 active; activation, % at 5 µM; AHR-responsive luciferase reporter cells, luminescence; P35869; in the data active = activation above about 47%;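 also: 0% = vehicle wells and 100% = reference agonist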
# JMJD2C inh = human JMJD2C demethylase inhibition; 0.069% of 330,000 active; Q9H3R0; GST-JMJD2C(1-420) H3K9me3 demethylation, DELFIA europium; AID 2099; inhibition, % at 2.35 µM;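 active = more than half of a compound's replicate wells show inhibition beyond 50%, single wells judged on their own value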;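 also: signal counts dimethyl H3K9 product captured on neutravidin plate; 0% = median of DMSO wells and 100% = 0.3 times that DMSO median; strong numbers were not always called active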
# Target sequence (Q9H3R0 1-420 limits assumed): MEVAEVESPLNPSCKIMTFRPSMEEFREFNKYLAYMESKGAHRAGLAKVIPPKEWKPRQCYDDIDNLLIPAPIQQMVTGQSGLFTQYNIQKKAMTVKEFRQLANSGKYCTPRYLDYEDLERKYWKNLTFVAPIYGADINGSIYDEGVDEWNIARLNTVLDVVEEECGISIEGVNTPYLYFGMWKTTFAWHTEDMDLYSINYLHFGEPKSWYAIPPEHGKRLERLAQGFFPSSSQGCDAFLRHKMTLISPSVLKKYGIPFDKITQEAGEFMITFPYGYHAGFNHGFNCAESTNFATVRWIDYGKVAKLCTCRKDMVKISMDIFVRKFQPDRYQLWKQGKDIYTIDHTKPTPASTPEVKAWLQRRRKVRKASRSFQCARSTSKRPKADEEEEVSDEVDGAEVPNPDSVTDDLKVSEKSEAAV
# The depositor's hits bear a star; . = not tested or not shown.
SMILES,RPL19A TOR yeast,CR mimetic SO,MEP2-GFP yeast,proCasp3 act,LAP4-GFP MLPCN,proCasp7 act,AHR activator,JMJD2C inh
O=C1CN(C(=O)CSc2ccc(-c3ccc(F)cc3)nn2)c2ccccc2N1,102,104,108,9,90,8,10,.
NS(=O)(=O)c1cccnc1Nc1ccc(Cl)c(Cl)c1,107,141,102,-8,99,-6,-1,-4
CC(NC(=O)COc1ccccc1)C(=O)OCC(=O)c1cc2ccccc2o1 (centres undefined),104,124,110,1,99,-10,29,3
Cc1cc2ncc(C(=O)N=CN(C)C)cn2n1,104,103,101,7,92,7,3,5
Cc1ccc(-c2cc(C(=O)NCCCN3CCOCC3)c3ccccc3n2)cc1,92,86,90,-4,98,3,4,-8
COc1ccc(C2(CNC(=O)Cc3ccc(OC)c(OC)c3)CCOCC2)cc1,97,108,101,-6,96,10,5,-3
CCCS(=O)(=O)N1CCN(Cc2ccccc2[N+](=O)[O-])CC1,92,104,92,-7,100,0,8,9
COc1ccc(CNC(=O)CNC(=O)[C@@H]2Cc3ccccc3CN2)cc1,98,82,95,8,91,1,0,27
O=C(O)c1ccccc1Sc1ncnc2sccc12,101,94,106,2,100,-5,3,0
CSc1ccc(CN(C)CC(=O)Nc2ccccc2Br)cc1,105,94,96,1,96,2,3,7
COc1cc(C(=S)N2CCOCC2)ccc1OC(=O)c1ccc([N+](=O)[O-])cc1[N+](=O)[O-],101,111,108,6,91,1,2,-20
Cc1coc2c(C)c3oc(=O)c4c(c3cc12)CCCC4,97,98,102,-3,103,7,6,20
COCCNC(=S)N=Nc1c(O)[nH]c2ccc([N+](=O)[O-])cc12,101,95,99,2,98,-1,12,3
O=C(NCc1ccco1)c1ccc2nc3sc4c(c3c(=O)n2c1)CCCC4,103,106,100,-19,102,-16,39,-7
OCC[C@@H]1C[C@@H](O)[C@H](O)[C@@]2(Cc3ccccc3O2)O1,98,100,102,0,93,4,2,0
O=c1c(-c2ccc3c(c2)OCCO3)coc2cc(OC3OC(CO)C(O)C(O)C3O)ccc12 (centres undefined),104,95,123,3,104,-5,7,-3
CCOc1ccc(OCCC(=O)OCC(=O)c2c(N)n(C)c(=O)n(C)c2=O)cc1,105,83,97,10,112,2,0,-3
Cc1ccccc1SCC(=O)N1CCN(c2ccc(C(F)(F)F)cn2)CC1,106,77,111,6,115,-15,0,-4
CCn1nc(C)c(/C=N/NC(=O)Cn2nnc(N)n2)c1C,100,106,103,5,113,-9,1,3
COc1cc(NC(=O)c2cccc(Cl)c2)c(OC)cc1NC(=O)CN1CCCCC1,97,102,100,-4,106,7,71*,-5
CCN(CC)c1nc2c(s1)C(=O)NCCC2,100,100,106,5,100,7,0,3
COCc1cc(=O)[nH]c(-c2csc(C)n2)n1,98,94,93,2,109,9,0,-10
Cc1cc(Nc2ccc(Br)cc2F)n2nc(C)nc2n1,103,98,104,13,101,11,56*,3
CC(C)(CC(=O)O)CC(=O)Nc1cc(C(F)(F)F)cc(C(F)(F)F)c1,99,124,103,-2,106,1,-3,-1
N/C(=N\OC(=O)CCn1cccc(C(F)(F)F)c1=O)c1ccc(OC(F)(F)F)cc1,99,92,100,-8,105,4,-2,7
COCCNC(=O)c1nc2ccccc2s1,103,110,98,-4,94,6,26,1
O=C(NCC(=O)N(c1cccnc1)C(C(=O)NC1CCCC1)c1ccccc1)c1ccco1 (centres undefined),105,99,102,2,104,-3,-2,29
CC1Cc2ccccc2N1C(=O)CN(C)CC(=O)Nc1ccc(OC(F)(F)F)cc1 (centres undefined),97,90,101,0,102,13,5,-1
COc1cccc(/C=N/n2cnc3ccccc32)c1OC,96,98,101,-5,115,3,3,-7
CC(=O)Nc1cccc(/C(C)=N/NC(=S)NC(C)C)c1,108,104,104,9,99,7,1,-4
C=CCNC(=O)N1CCC(n2nccc2NC(=O)CCc2ccccc2)CC1,94,97,99,-3,91,9,-2,13
CCn1nnnc1SCC(=O)c1cccc(OC)c1,105,94,107,-11,117,-7,0,-2
CC1CCN(C(=O)CC(NC(N)=O)c2ccccc2Cl)CC1 (centres undefined),102,96,107,-3,113,-5,1,0
COCC(=O)Nc1nc2ccc(C)cc2s1,99,99,101,0,99,1,-6,11
CCn1nc(C)c(CN2CCN(Cc3ccc(OC)c(C)c3C)C(CCO)C2)c1C (centres undefined),107,109,105,-1,97,-2,5,7
Nc1nonc1-n1nnc(C(=O)c2ccccc2)c1-c1ccccc1,106,99,99,1,101,2,-5,5
N#Cc1ccc(COC(=O)c2ccc3c(=O)[nH]c(CN4CCOCC4)nc3c2)cc1,100,97,105,5,106,6,-4,8
CN(C(=O)c1cccc(NC(=O)c2ccco2)c1)c1ccccc1,88,105,90,-2,75,8,1,-5
CCC(=O)N1C(=O)C2(Nc3ccccc3N2)c2ccccc21,102,94,102,6,109,2,-1,27
CCN1CCN(C(=O)c2ccc(CNS(=O)(=O)c3cccc(OC)c3)cc2)CC1,106,115,98,.,66,.,.,9
CC(C)N(Cc1cc2ccccc2[nH]c1=O)C(=O)C(C)(C)C,94,85,102,-2,102,-11,-2,1
CCOCCCNCC(=O)NC1(C)C2CCC(C2)C1(C)C (centres undefined),106,90,96,5,102,3,2,1
COc1ccc(Cl)cc1N(CC(=O)NC(C)(C)C)S(=O)(=O)c1ccc(C)c([N+](=O)[O-])c1,98,108,95,7,85,0,3,-11
Cc1onc(-c2ccccc2)c1C(=O)N1CCN(c2ccc([N+](=O)[O-])cc2)CC1,104,93,98,-6,98,-14,4,9
Cc1nn(-c2ccccc2)c(Cl)c1/C=N/NC(=O)CNc1n[nH]c(=O)[nH]c1=O,109,88,109,-1,100,-3,2,-7

# Entries above with an aryl methoxy group (nine):
SMILES,RPL19A TOR yeast,CR mimetic SO,MEP2-GFP yeast,proCasp3 act,LAP4-GFP MLPCN,proCasp7 act,AHR activator,JMJD2C inh
COc1ccc(C2(CNC(=O)Cc3ccc(OC)c(OC)c3)CCOCC2)cc1,97,108,101,-6,96,10,5,-3
COc1ccc(CNC(=O)CNC(=O)[C@@H]2Cc3ccccc3CN2)cc1,98,82,95,8,91,1,0,27
COc1cc(C(=S)N2CCOCC2)ccc1OC(=O)c1ccc([N+](=O)[O-])cc1[N+](=O)[O-],101,111,108,6,91,1,2,-20
COc1cc(NC(=O)c2cccc(Cl)c2)c(OC)cc1NC(=O)CN1CCCCC1,97,102,100,-4,106,7,71*,-5
COc1cccc(/C=N/n2cnc3ccccc32)c1OC,96,98,101,-5,115,3,3,-7
CCn1nnnc1SCC(=O)c1cccc(OC)c1,105,94,107,-11,117,-7,0,-2
CCn1nc(C)c(CN2CCN(Cc3ccc(OC)c(C)c3C)C(CCO)C2)c1C (centres undefined),107,109,105,-1,97,-2,5,7
CCN1CCN(C(=O)c2ccc(CNS(=O)(=O)c3cccc(OC)c3)cc2)CC1,106,115,98,.,66,.,.,9
COc1ccc(Cl)cc1N(CC(=O)NC(C)(C)C)S(=O)(=O)c1ccc(C)c([N+](=O)[O-])c1,98,108,95,7,85,0,3,-11

# Two records drawn at random from the list so far:
SMILES,RPL19A TOR yeast,CR mimetic SO,MEP2-GFP yeast,proCasp3 act,LAP4-GFP MLPCN,proCasp7 act,AHR activator,JMJD2C inh
Nc1nonc1-n1nnc(C(=O)c2ccccc2)c1-c1ccccc1,106,99,99,1,101,2,-5,5
CCC(=O)N1C(=O)C2(Nc3ccccc3N2)c2ccccc21,102,94,102,6,109,2,-1,27

# Further structures.
SMILES,RPL19A TOR yeast,CR mimetic SO,MEP2-GFP yeast,proCasp3 act,LAP4-GFP MLPCN,proCasp7 act,AHR activator,JMJD2C inh
O=C(O)c1cccc(-n2cc(-c3cccc(C(F)(F)F)c3)cn2)c1,104,123,106,3,99,6,6,8
Cc1ccc(C)c(OCc2cc(C(=O)N3CC[C@@H]4CCCC[C@H]4C3)no2)c1,101,99,98,4,96,4,3,4
CN(C)c1ccc(/C=C(\C#N)c2ccccn2)cc1,102,104,97,-14,96,-25,-2,-1
CC(C)CCNc1nc(N)c([N+](=O)[O-])c(N2CCCCCC2)n1,100,101,109,5,.,1,5,5
Cc1[nH]c2ccccc2c1/C=C/c1nc2ccccc2c(=O)n1-c1ccc([N+](=O)[O-])cc1,97,93,91,-7,93,0,25,3
O=C(Nc1cccc(OC(=O)c2ccco2)c1)c1ccco1,101,84,108,3,106,7,-4,1
NC(=O)CC[C@H](NC(=O)c1ccc(F)cc1)C(=O)OCC(=O)Nc1c(F)c(F)c(F)c(F)c1F,99,99,102,3,96,1,0,-5
O=C(CSc1nnc(Cc2ccccc2)o1)N1CCCC1,98,103,95,14,109,2,4,-5
C=CCn1c(SCC(=O)Nc2cc(NC(C)=O)ccc2OC)nnc1-c1cccnc1,100,105,97,7,106,0,-1,6
COC(=O)c1cc(S(=O)(=O)N2CCOCC2)ccc1Sc1ccccc1N,97,101,98,-5,102,-9,8,5
CN(C)c1ccc(S(=O)(=O)NCC(=O)NCCC2=CCCCC2)cc1[N+](=O)[O-],96,94,102,3,114,4,1,6
Cc1cc(C)cc(NC(=O)CCc2ccc(C)o2)c1,99,111,97,2,110,1,3,12
C=CCn1c(CCNC(=O)c2cccs2)nnc1SCC(=O)c1ccc(Cl)cc1,88,83,92,8,85,11,0,12
COc1cc(/C=C/c2cccc[n+]2C)ccc1OCC(=O)Nc1cccc(Cl)c1,99,103,97,-5,90,1,0,-18
CC(C)(C)c1ccc2c(c1)N(CC(=O)N1CCOCC1)C(=O)CO2,103,108,105,2,79,16,1,-16
CCOc1ccccc1NC(=O)CCc1ccc(C)o1,97,95,103,-15,103,-3,3,1
CNC(=S)Nc1cccc(C(=O)OC)c1,103,104,111,-4,116,3,5,29
COc1cc(C(=O)NC(=S)Nc2ccc3oc(=O)ccc3c2)cc(OC)c1OC,102,92,104,-3,108,2,1,17
CC1=[N+](CC(=O)c2ccccc2)CCn2cccc21,94,100,100,0,108,2,47*,3
Cc1ccc(S(=O)(=O)N2CCN(S(C)(=O)=O)CC2)cc1,108,105,105,-2,103,3,-4,-4
FC(F)Oc1ccc(NC(=S)N2CCN(Cc3ccccc3)CC2)cc1,100,93,105,0,105,-4,1,-23

# An excerpt from above in order of the JMJD2C inh value, largest number first.
structure	RPL19A TOR yeast	MEP2-GFP yeast	proCasp3 act	LAP4-GFP MLPCN	AHR activator	JMJD2C inh
CCN1CCN(C(=O)c2ccc(CNS(=O)(=O)c3cccc(OC)c3)cc2)CC1	106	98	.	66	.	9
CCn1nc(C)c(/C=N/NC(=O)Cn2nnc(N)n2)c1C	100	103	5	113	1	3
CCn1nnnc1SCC(=O)c1cccc(OC)c1	105	107	-11	117	0	-2
